Screens from PubChem.
NR2E3 ag-1 – NR2E3 (human) agonism; Q9Y5X4; GST-NR2E3/biotin-RetCOR TR-FRET, 1536-well; inhibition of corepressor binding, % at 4.78 µM; 320,000 tested, 0.12% active; AID 2300;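 active means percent inhibition above the cutoff of mean plus 3 SD of all tested compounds, set per screening campaign, cut at about 20% in these data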;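 further: 0% = DMSO wells and 100% = biotin wells as full block of FRET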
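Test system: GST-NR2E3 and biotin-RetCOR proteins | Quantity: 1.35 nM GST-tagged NR2E3 final | Medium: Tris pH 7.5 | Also added: 7 nM biotin-RetCOR | Dosing: Compound at 4.8 µM, single dose | Timing: 5 h at 4 °C | Detection: Time-resolved FRET | Read-out basis: Percent inhibition | Benchmarks: Biotin wells as high control, 0.6% DMSO wells as low control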
HTR2A ag – mouse HTR2A agonism via beta-arrestin recruitment; activation, % at 7.6 µM; AID 624169; 360,000 tested, 0.66% active; CHO-K1 mHTR2A beta-arrestin complementation, luminescence; percent of 30 µM serotonin response; P35363;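 active means activation above a run cutoff, the mean activation of all tested compounds plus 3 SD, cut at about 14% in these data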;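 further: 0% = plate median of compound wells and 100% = 30 µM serotonin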
Target sequence (P35363 whole entry, looked up): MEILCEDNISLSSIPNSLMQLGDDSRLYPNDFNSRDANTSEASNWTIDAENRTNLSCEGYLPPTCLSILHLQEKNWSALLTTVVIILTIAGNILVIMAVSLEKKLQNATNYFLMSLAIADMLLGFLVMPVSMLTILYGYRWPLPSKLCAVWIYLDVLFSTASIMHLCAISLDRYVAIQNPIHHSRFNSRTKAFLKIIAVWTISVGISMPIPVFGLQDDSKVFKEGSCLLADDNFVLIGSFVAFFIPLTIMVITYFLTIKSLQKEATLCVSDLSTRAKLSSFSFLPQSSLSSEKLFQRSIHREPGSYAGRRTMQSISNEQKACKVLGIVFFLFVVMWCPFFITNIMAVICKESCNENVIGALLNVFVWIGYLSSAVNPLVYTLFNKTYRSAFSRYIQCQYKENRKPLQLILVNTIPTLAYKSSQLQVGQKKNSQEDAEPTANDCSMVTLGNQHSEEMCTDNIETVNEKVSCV
hiPSC survival – hiPSC single-cell survival enhancement. survival enhancement, % at 20 µM. 360,000 tested, 0.044% active. ATPlite luminescence; 100% = ROCK inhibitor wells, 0% = DMSO; in the data active means survival enhancement above about 18%;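 further: cells exposed to compounds for 16 hours before the ATP read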
Shn3 3UTR inh – reduces Shn3 3'UTR luciferase signal in osteoblasts | Clone20 osteoblast Shn3 3'UTR firefly luciferase, 24 h | inhibition, % at 12.5 µM | 360,000 tested, 0.52% active;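 active means mean inhibition of at least 75% with every replicate also reaching 75%; inconclusive means mean inhibition at least 75% but some replicate below; inactive means mean inhibition below 75%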;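 further: 0% = median of neutral control wells and 100% = pilot-screen positive control compound; some compounds past the cut are filed as inactive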
CaV13 ICDI inh – Disruptors of the CACNA1D IQ motif to Ca2+-dependent inactivation inhibitor domain association, primary screening, Förster resonance energy transfer in intact living …; inhibition, % at 12.3 µM; 340,000 tested, 0.098% active; HEK cells, CFP/YFP FRET ICDI-IQ, plate reader, 10 min; percent FRET-ratio fall versus neutral wells; AID 743397;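 active means mean replicate inhibition of at least 30% and at least 1% of replicates passing that level; inconclusive means only one of the two criteria is met; inactive means neither criterion is met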;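 further: 0% = median of the neutral control wells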
HIF-2a block – blocks HIF-2a reporter activity; 786-0 RCC cells HIF-2a reporter, luciferase luminescence, overnight; inhibition, % at 18.8 µM; 360,000 tested, 0.72% active; AID 624352;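 active means inhibition of the luminescence signal of 40% or more relative to plate controls, in a single-dose primary screen at 18.75 µM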
NR2E3 ag-2 – agonists of human NR2E3 nuclear receptor; inhibition of corepressor binding, % at 3.98 µM; 360,000 tested, 0.35% active; CHO-S Gal4-NCOR/VP16-NR2E3 two-hybrid, luciferase; Q9Y5X4; AID 602229;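 active means inhibition above the mean of all tested compounds plus 3 SD, cut at about 70% in these data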;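 further: 0% = DMSO with NR2E3 transfected cells and 100% = cells lacking NR2E3 construct; higher means lower luciferase signal from less NR2E3 corepressor binding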
MITF TRPM1 inh – reduces MITF-dependent TRPM1 promoter luciferase signal; SK-MEL-5 TRPM1 promoter luciferase, 24 h; inhibition, % at 12.5 µM; 330,000 tested, 0.83% active; AID 488899;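 active means mean inhibition across replicates of 60% or more, whatever share of single replicates reaches that level; inconclusive means some that reach 60%, reason not given; inactive means mean inhibition across replicates below 60%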; further: values of inactives mirror those of a sister screen read the other way
PDI inh – inhibitors of human protein disulfide isomerase. P07237. PDI insulin aggregation turbidity, A650, 90 min. inhibition, % at 10 µM. AID 588391. 350,000 tested, 0.052% active;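 active means mean inhibition across replicates of 30% or more, whatever share of single replicates reach that level; inconclusive means mean inhibition below 30% while every single replicate reaches 30%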;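 further: absorbance from insulin aggregation driven by PDI reduction with DTT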
Target sequence (P07237 whole entry, looked up): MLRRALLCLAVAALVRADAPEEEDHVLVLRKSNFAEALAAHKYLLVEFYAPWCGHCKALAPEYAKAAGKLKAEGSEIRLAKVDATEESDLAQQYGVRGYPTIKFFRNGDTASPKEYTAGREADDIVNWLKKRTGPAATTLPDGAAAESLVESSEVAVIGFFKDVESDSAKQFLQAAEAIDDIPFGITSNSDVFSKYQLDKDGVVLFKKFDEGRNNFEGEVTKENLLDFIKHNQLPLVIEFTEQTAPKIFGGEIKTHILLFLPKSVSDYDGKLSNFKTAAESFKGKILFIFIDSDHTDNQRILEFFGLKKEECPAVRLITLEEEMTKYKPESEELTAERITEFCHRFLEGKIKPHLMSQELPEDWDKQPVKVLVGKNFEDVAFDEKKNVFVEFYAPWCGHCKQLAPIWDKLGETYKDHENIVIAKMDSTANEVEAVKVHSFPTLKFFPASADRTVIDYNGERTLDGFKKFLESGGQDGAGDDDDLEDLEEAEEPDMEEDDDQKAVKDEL
Cardio protect – protects H9c2 cardiomyocytes from peroxide injury; 360,000 tested, 0.63% active; protection from H2O2 cell death, % at 20 µM; H2O2 injury protection, ATPLite, 2 h;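 active means compounds giving at least 50% protection of heart cells from peroxide-induced death in the single-dose screen, raw or plate-pattern-corrected value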;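 further: 0% = DMSO wells with peroxide and 100% = DMSO wells without peroxide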
Peg3 promoter – inhibitors of Peg3 promoter; AID 588405; inhibition, % at 20 µM; 360,000 tested, 1.7% active; HeLa PEG-Prom luciferase reporter, luminescence, overnight;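 active means inhibition of at least 50% at 20 µM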
Starred values were filed as active, the others as inactive; ? = inconclusive; nt = no result given.

SMILES	NR2E3 ag-1	HTR2A ag	hiPSC survival	Shn3 3UTR inh	CaV13 ICDI inh	HIF-2a block	NR2E3 ag-2	MITF TRPM1 inh	PDI inh	Cardio protect	Peg3 promoter
COC(=O)c1cccc(NC(=O)CSc2nc(O)c(-c3ccccc3)c(=O)[nH]2)c1	1	8	-1.9	-18	6	17	7	-3	5	-1	-5
COc1ccc(OC)c(NC(=O)COC(=O)Cc2ccc(Br)cc2)c1	-3	-3	0.4	-6	-5	5	-17	-2	-6	-2	14
COc1ccc(OC(C)c2ccc(C#N)c(=O)[nH]2)cc1 (stereo not given)	0	0	-0.4	-6	-7	20	6	15	-4	16	12
O=C(COc1cccnc1[N+](=O)[O-])Nc1ccc(F)cc1	nt	3	-2.4	-37	-2	-119	-1	-28	-3	2	-110
CC(C)(C)C(=O)Nc1ccc(C(=O)Nc2cccc(Oc3ccc(C(=O)O)c(C(=O)O)c3)c2)cc1	4	0	-0.9	7	-5	10	-20	1	-9	-13	12
COC(=O)c1ccccc1NC(=O)Cn1c(=O)n(CCC(=O)NC2CCN(Cc3ccccc3)CC2)c(=O)c2ccccc21	1	2	1.3	-14	-6	22	-4	-3	4	10	13
COCCNC(=O)C1CCCN(Cc2ccc(-c3ccccc3)cc2)CC1 (stereo not given)	nt	-6	3.0	-6	-6	4	-11	nt	-10	7	3
O=C(Cn1ncc(Cl)c(Cl)c1=O)NC1CCS(=O)(=O)C1 (stereo not given)	-1	2	0.7	3	-4	2	-8	19	4	9	-6
COc1cc(Br)cc(-c2nc3c(c(=O)[nH]c(=O)n3Cc3ccccc3)n2C)c1O	-3	0	-0.3	5	-6	15	-19	-4	-3	-3	22
O=C(Nc1cccc(Cl)c1)c1csc(COCCO)n1	nt	5	-0.3	-161	-10	-232	-22	nt	3	-8	-196
CC(C)Cc1csc(NC(=O)c2ccc(Br)cc2)c1C(=O)O	-3	-1	-0.5	-5	-5	-11	-68	-3	1	0	0
CN(C)S(=O)(=O)c1ccc(C(=O)Nc2cccc(C(=O)O)c2)cc1	-4	6	2.2	-13	-3	14	23	8	-13	-6	-8
O=C(CSc1nc2c(c(=O)[nH]1)CCC2)Nc1ccccc1Cl	2	0	0.5	8	-3	22	-40	12	1	3	18
CCN(CC(=O)Nc1ccccc1C(F)(F)F)C(=O)c1ccc2[nH]c3c(c2c1)CC(C)CC3 (stereo not given)	4	-2	-0.4	0	-6	-21	-4	-11	-1	2	5
COc1cccc(CC2(CO)CCCN(Cc3nc(-c4cccs4)oc3C)C2)c1 (stereo not given)	2	-3	-0.5	nt	-4	3	-17	-9	17	2	16
CC1CCCCC1NC(=O)CN1CCC(NC(=O)c2ccc([N+](=O)[O-])cc2)CC1 (stereo not given)	3	-2	0.7	13	-3	7	-24	2	-4	-3	9
O=C(CN1CCCCC1)N/N=C/c1cccc(C(F)(F)F)c1	3	2	0.0	8	-3	9	8	13	0	3	15
COc1ccc(Cl)cc1NC(=O)C1CC(c2c(F)cccc2Cl)=NO1 (stereo not given)	1	3	0.1	1	-6	5	-57	-22	-2	-3	43
Cc1ccc(C)n1-c1cccc(C(=O)Nc2ccccc2)c1	0	3	-0.2	1	-20	26	-15	3	4	8	11
CC(C)C1Cc2[nH][nH]c(=O)c2C(c2ccc(Cl)cc2)O1 (stereo not given)	nt	2	3.0	nt	-5	2	-6	nt	nt	nt	nt
Cc1ccc(C(=O)Nc2ccccc2OC(F)F)cc1	4	0	3.7	-14	-9	-178	-20	-36	10	-3	-83
CCN(CC)CC#CCOC(=O)C(O)(c1ccccc1)C1CCCCC1 (stereo not given)	3	1	4.4	-8	-5	-6	-5	3	-5	-8	13
NC(=O)CC[C@@H]1NC(=O)[C@H](CO)NC(=O)c2cc([N+](=O)[O-])cc(I)c2OCC[C@@H](C(N)=O)NC1=O	0	-4	-0.8	-13	-10	1	-15	-5	-8	1	-8
OC(c1cccc(Cl)c1)c1nc(/C=C/c2ccccc2)cs1 (stereo not given)	nt	15*	0.2	-12	-5	-119	-8	nt	-6	-24	-61
c1cn(-c2ncnc3sc4c(c23)CCCC4)cn1	0	-2	3.5	-2	-5	10	-5	-4	-7	10	11
O=C(O)c1ccc(-n2c(-c3ccc(Br)cc3)n[nH]c2=S)cc1	15	1	-0.7	7	nt	5	-13	-4	-15	-6	14
COc1ccc(NC(=S)Nc2ccc(S(N)(=O)=O)cc2)c(C)c1	0	4	0.2	-14	9	8	-7	14	3	-11	2
Cc1cccc(CSCc2ccc(C(=O)NCC3CCCO3)o2)c1 (stereo not given)	-1	-4	-0.8	11	-6	5	14	0	11	2	-1
COc1ccc2c(c1)c(C(=O)N/N=C/c1cccs1)c(C)n2C	0	-1	0.7	-18	-2	1	9	20	-11	-4	4
O=C(/C=C\Nc1ccc2c(c1)OCO2)c1ccc2c(c1)OCO2	-4	0	-2.1	-4	-6	-196	-83	-13	-2	-20	-6
O=C1CC(NNc2nc3ccccc3s2)C(=O)N1c1ccccc1 (stereo not given)	2	-4	0.5	13	-10	10	-3	4	-1	3	-1
Cc1ccc(S(=O)(=O)N(C)c2ccc(OC(=O)COc3ccccc3)cc2)cc1	nt	0	-4.1	-21	-5	-4	35	-2	?	6	10
CC(=O)NC(=S)NNC(=O)COc1ccc([N+](=O)[O-])cc1	1	3	1.5	-29	-4	6	-21	6	12	6	-9
COc1nc(OC)nc(N2CCC(C(=O)NC3CC3)CC2)n1	-2	1	0.7	-14	-2	7	-14	2	-2	-2	11
COc1ccc(-n2c(Cn3c(=O)sc4ccccc43)nnc2SCC(=O)N2CCCCC2)cc1	3	2	3.3	-17	-10	10	-3	2	nt	2	21
CCOC(=O)c1sc(NC(=O)c2cc3c(s2)CCC(C)C3)nc1C (stereo not given)	0	2	10	9	-6	48*	-44	72*	-1	-1	24
C=CCSc1nn2c(=O)c3ccccc3nc2s1	-1	0	-0.7	-61	-4	-183	-128	-65	-5	-2	-244
COc1ccc(C(=O)NC(=S)Nc2ccc3[nH]c(=O)[nH]c3c2)c(OC)c1	-1	-5	0.2	-25	-2	-86	-12	-42	-17	-7	-35
COc1ccc(Cn2c(CCC(=O)Nc3ccc(CC#N)cc3)nc3cccnc32)cc1	-10	1	4.3	5	-4	9	16	-10	8	7	-2
O=C(c1cccc2nccnc12)N1CCCC(Nc2ccc(F)c(F)c2)C1 (stereo not given)	0	0	0.6	-4	-3	7	3	-6	6	15	-11
CCOc1ccccc1N1CCN(c2nc3ccccc3nc2C(C#N)C(=O)OC)CC1 (stereo not given)	2	-3	-1.0	-7	-6	22	-7	4	5	38	42
COc1cc(OC)c(N(C)C(=O)CCNC(=O)Cn2cnc3ccccc3c2=O)cc1Cl	-5	7	-1.3	14	-12	5	-2	3	2	3	2
Cn1nc(OCC(N)=O)ccc1=O	1	0	0.8	-14	nt	5	5	4	9	-1	6
COCCN(CCOC)S(=O)(=O)c1ccc(C(=O)Nc2nnc(COC)o2)cc1	4	-1	-2.6	6	-2	4	-16	9	-2	16	-5
Cc1cccc(NC(=O)C2CCCN(c3nc(C)cc(C)n3)C2)c1 (stereo not given)	2	-2	0.7	-2	-4	12	-6	-7	8	4	0
COc1ccccc1N1CCN(C2CCN(C(=O)COc3ccccc3)CC2)CC1	0	-3	-0.7	-5	-2	18	2	3	1	4	6
CC(=O)Nc1ccc(S(=O)(=O)NC(CC(=O)O)c2ccc(OC(C)C)cc2)cc1 (stereo not given)	-1	-5	0.7	0	-6	8	-23	-4	3	10	-2
O=C1c2ccccc2C(=O)N1n1cccc1	-1	1	-0.9	5	-4	7	-8	1	2	2	16
O=S(=O)(NCc1ccco1)c1ccc(Cl)s1	nt	-6	-1.8	-29	-5	0	7	0	5	3	3
CNC(=O)NC(=O)C(OC(=O)Cc1cccc(C(F)(F)F)c1)c1ccccc1 (stereo not given)	-2	-6	-0.3	7	-5	10	18	6	4	-10	10
O=C(CSc1nnc2sc3ccccc3n12)c1ccco1	1	4	-1.5	-7	-8	-179	-22	-38	-4	-5	-112
O=C(CSc1nc2ccccc2o1)N/N=C/c1ccc(O)c(O)c1	0	-4	-0.5	-31	-7	-213	-61	10	6	67*	-180
Brc1ccc(-n2cc(-c3ccccc3)c3c(NN4CCOCC4)ncnc32)cc1	3	-5	-0.8	-16	-5	29	-21	-12	-11	-7	-29
Cc1ccc(S(=O)(=O)NNC(=O)C2CCN(Cc3ccccc3)CC2)cc1	5	11	3.8	0	-4	21	12	7	-1	1	19
COc1ccccc1CN1[C@@H](CC(C)=O)c2cc(C(F)(F)F)ccc2S1(=O)=O	2	2	-0.1	-7	-4	6	-15	0	3	-14	20
COc1ccc(S(=O)(=O)NCCC(=O)NC2CCCCCCC2)cc1	3	-2	4.8	18	-7	8	-11	11	1	-2	17
COCCCn1nnnc1SCC(=O)Nc1ccc2c(c1)OCCO2	4	4	-0.8	8	5	-22	-15	-10	1	12	-10
Cc1ccc(-c2cc(-c3n[nH]c(=S)n3C)c3ccccc3n2)cc1	-1	4	1.9	-13	-3	-79	7	-33	-1	-14	-59
CC(=O)c1oc2ccccc2c1NC(=O)CN1CCCCC1	2	-2	-0.5	20	-9	-22	-8	-7	-2	2	-12
Cc1cc(OCC#N)nc(N)n1	3	-3	-0.8	8	-5	18	-1	-6	-4	4	4

(continued)
SMILES	NR2E3 ag-1	HTR2A ag	hiPSC survival	Shn3 3UTR inh	CaV13 ICDI inh	HIF-2a block	NR2E3 ag-2	MITF TRPM1 inh	PDI inh	Cardio protect	Peg3 promoter
COc1ccc(N2CCN(C(=O)CCC(=O)NNc3nc4ccccc4c4nc(C)nn34)CC2)cc1	1	5	-0.4	-28	-6	-2	-3	-13	10	2	14
C/C(=N\Nc1ccc(Cl)c(C(=O)O)c1)c1ccc2c(c1)OCO2	-3	0	-0.2	-31	-3	-156	-90	-64	3	0	-154
O=C(Nc1nsc(-c2ccccc2)n1)c1ccncc1	0	-4	1.6	-12	-1	-51	-15	-22	-13	-12	-22
CCOC(=O)[C@]12CCCC=C1N(Cc1ccc(Cl)cc1Cl)C(=O)[C@H](CC(=O)N1CCSCC1)C2	nt	-5	-0.7	nt	-4	7	-24	nt	nt	nt	nt

Two compounds from above, reduced to Shn3 3UTR inh:
molecule | Shn3 3UTR inh
COc1nc(OC)nc(N2CCC(C(=O)NC3CC3)CC2)n1 | -14
COc1ccc(-n2c(Cn3c(=O)sc4ccccc43)nnc2SCC(=O)N2CCCCC2)cc1 | -17
